# IDH1 R132H inh: human IDH1 R132H inhibition. O75874. IDH1-R132H enzyme, NADPH consumption, diaphorase/resazurin fluorescence. Potency, µM (doses to about 76.6 µM), for the others: top-dose activity change, negative = inhibition, actives largely listed as inhibitors. hit rate 0.093% among 390,000; note: % is set by controls: 0 for no effect and ±100 for the full control effect; nearly all actives have a fitted effect of over 65% in size
# Target sequence (O75874 whole entry R132H, stated change not applied): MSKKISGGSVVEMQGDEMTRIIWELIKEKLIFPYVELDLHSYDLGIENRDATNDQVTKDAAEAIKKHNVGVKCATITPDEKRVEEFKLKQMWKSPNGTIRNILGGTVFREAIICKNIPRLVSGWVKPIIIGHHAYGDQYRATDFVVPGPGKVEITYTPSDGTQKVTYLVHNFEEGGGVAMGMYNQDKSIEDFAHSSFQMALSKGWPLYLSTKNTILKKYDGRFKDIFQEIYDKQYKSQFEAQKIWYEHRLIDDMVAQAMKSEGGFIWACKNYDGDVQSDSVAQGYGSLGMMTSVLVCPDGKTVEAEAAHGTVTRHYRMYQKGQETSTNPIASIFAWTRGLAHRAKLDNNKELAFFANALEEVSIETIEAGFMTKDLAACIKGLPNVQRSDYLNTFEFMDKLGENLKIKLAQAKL
#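 IDH1-R132H (0.5 ug/mL) preincubated 30 min with compound, then NADPH (0.016 mM) and alpha-KG (2 mM) added; 80 min at RT, pH 7.5. Remaining NADPH coupled via diaphorase/resazurin to fluorescence (540/590 nm); concentration-response curves normalized to no-enzyme control.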
# 12-LOX inh: inhibitors of human 12S-lipoxygenase ALOX12 | purified 12hLO, xylenol orange hydroperoxide absorbance | Potency, µM (titrated, usually from 108 µM), without a hit: top-dose activity change, negative = inhibition, usual class: inhibitors | hit rate 1.1% among 580,000 | P18054; note: % is set by controls: 0 for no effect and ±100 for the full control effect
#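 Hydroperoxide product was detected by ferrous iron/xylenol orange as the 573 to 405 nm absorbance ratio. Arachidonic acid at 40 uM (final) was turned over for 30 min at room temperature by 150 nM human 12hLO, pH 7.0 Hepes buffer, after 15 min compound preincubation.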
# RXFP1 agonist: agonists of human relaxin receptor RXFP1. HEK293T-RXFP1 cAMP TR-FRET, 30 min; response scale: percent of porcine relaxin response, buffer zero. Potency, µM (titrated, usually from 57.5 µM), without a hit: top-dose activation, most hits filed as activators. Q9HBX9. hit rate 0.3% among 370,000. AID 2676; note: % is set by controls: 0 for no effect and ±100 for the full control effect; nearly all actives have a fitted effect of over 60% in size; many of its hits are not listed in these tables
#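 HEK293 cells stably expressing RXFP1, treated 30 min at 37C with compounds plus PDE4 inhibitor Ro 20174; cAMP measured by HTRF TR-FRET. Normalized to buffer and 29 nM porcine relaxin; EC50 by Hill fit.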
# USP1 inh: inhibitors of human USP1/UAF1 deubiquitinase; recombinant USP1/UAF1, Ub-Rhodamine cleavage fluorescence; Potency, µM (doses to about 57.1 µM), without a hit: at the highest dose activity change, negative = inhibition, most hits filed as inhibitors; hit rate 0.23% among 390,000; AID 743255; note: % is set by controls: 0 for no effect and ±100 for the full control effect; nearly all actives have a fitted effect of over 60% in size; inactives centre near -12
#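 USP1/UAF1 complex at 1 nM was preincubated with compound for 15 min at room temperature, then Ub-Rho substrate (150nM final) was added. Fluorescence (480/540 nm) was read kinetically, 6 reads every 60 seconds.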
# Vif-APOBEC3G blk: Vif-A3G binding inhibition; hit rate 0.076% among 410,000; AID 602310; HeLa A3G-eYFP + Vif (tagged APOBEC3G with the HIV-1 protein that degrades it), YFP fluorescence, overnight; Potency, µM (series often up to 46.1 µM), inactives show at the highest dose activity, negative = active, usual class: inhibitors;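 note: % is set by controls: 0 for no effect and ±100 for the full control effect; nearly all actives have a fitted effect of over 60% in size; hits raise eYFP signal because A3G escapes Vif-driven loss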
#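 Read-out is eYFP fluorescence (Ex 488/Em 500-530) from Vif-expressing HeLa A3G-eYFP cells; more signal means A3G escaped Vif-mediated degradation. Cells plated overnight, compound pinned in, incubated overnight at 37 deg C.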
# Vif-A3F inh: Vif-A3F binding inhibition; HeLa A3F-eYFP + Vif (tagged APOBEC3F with the HIV-1 protein that degrades it), YFP fluorescence increase; Potency, µM (series often up to 46.1 µM), for inactives: top-dose activity, negative = active; hit rate 0.2% among 390,000; AID 602313; note: % of control where 0% means no effect; nearly all actives have a fitted effect of over 65% in size
#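 HeLa cells stably expressing Vif plus C-terminally eYFP-tagged A3F were seeded, incubated overnight at 37 deg C, dosed with compound, incubated overnight again at 37 deg C. Yellow fluorescence (Ex 488/Em 500-530) reported blocked Vif-mediated A3F-eYFP degradation.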
# TrxR1 substrate: rat thioredoxin reductase 1 substrate activity | O89049 | purified TrxR1 substrate turnover, NADPH consumption readout | Potency, µM (series often up to 114 µM), for the others: at the top dose activity change, negative = substrate turnover | hit rate 0.01% among 390,000 | AID 588456; note: % is set by controls: 0 for no effect and ±100 for the full control effect; nearly all actives have a fitted effect of over 50% in size
# Target sequence (O89049 whole entry, looked up): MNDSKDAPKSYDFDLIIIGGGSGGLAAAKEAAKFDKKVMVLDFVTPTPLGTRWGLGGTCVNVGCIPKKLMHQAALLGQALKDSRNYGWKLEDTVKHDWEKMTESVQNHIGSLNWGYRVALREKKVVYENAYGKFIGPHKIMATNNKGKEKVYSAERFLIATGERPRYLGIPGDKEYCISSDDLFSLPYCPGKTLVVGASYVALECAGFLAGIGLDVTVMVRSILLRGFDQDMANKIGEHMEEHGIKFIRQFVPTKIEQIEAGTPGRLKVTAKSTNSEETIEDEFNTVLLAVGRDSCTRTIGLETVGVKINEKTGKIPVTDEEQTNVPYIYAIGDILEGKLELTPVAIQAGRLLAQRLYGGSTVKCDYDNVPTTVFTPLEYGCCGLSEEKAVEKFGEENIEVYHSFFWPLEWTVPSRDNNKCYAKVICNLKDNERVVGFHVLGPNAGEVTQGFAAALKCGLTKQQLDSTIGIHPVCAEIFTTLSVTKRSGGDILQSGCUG
#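 Rat TrxR1, dispensed at 90 nM, was prereduced with 400 uM NADPH (final) for 5 min at ~22 deg C, then incubated with compound 15 min before 400 uM selenite. A first-read NADPH fluorescence drop versus no-compound background flagged substrates.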
# rTrxR1 inhibitor: blocks rat thioredoxin reductase 1 | hit rate 1% among 390,000 | AID 588453 | Potency, µM (top dose mostly 114 µM), for the others: at the top dose activity change, negative = inhibition, most hits filed as inhibitors | recombinant rTrxR1, NADPH fluorescence consumption, selenite substrate; note: % is set by controls: 0 for no effect and ±100 for the full control effect; nearly all actives have a fitted effect of over 65% in size
#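 Rat TrxR1 (90 nM in the dispensed reagent) was pre-reduced with 400 uM NADPH for 5 min at room temperature, then incubated with compound for 15 min. After 400 uM selenite was added, NADPH fluorescence (Ex 340/Em 450 nm) was followed for 8 min.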
# RGS4 inh: inhibitors of human regulator of G protein signaling 4; P49798; Transcreener GDP fluorescence polarization, RGS4-accelerated GTP hydrolysis; Potency, µM (highest dose often 114 µM), for the others: top-dose activity change, negative = inhibition, hits mostly inhibitors; hit rate 0.039% among 390,000; AID 504845; note: % is set by controls: 0 for no effect and ±100 for the full control effect; nearly all actives have a fitted effect of over 75% in size; some results filed as inactive show a strong effect at the top dose
#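 MLSMR compounds (23 nl, pin-transferred) preincubated 10 min at room temperature with a 500nM (2x) first reagent, then RGS4 at 900nM (2x) plus Transcreener GDP mix added; fluorescence polarization (620/688 nm) read before and after 90 min at 30 °C.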
# * marks the source's active call; other numbers are inactive results; ? = inconclusive; . = no result given; & = joins results of further samples; [ ] = another dose, or the depositor's remark. Calls come from the whole dose curve; as a rule, active = well fitted curve in the direction sought with a large enough effect; inconclusive = small, poorly fitted or top-dose-only effect, or another doubt; inactive = no such curve, though single readings can be large; an effect the other way counts as inactive or inconclusive. Potency is the fitted concentration of half-maximal effect. Not all compounds are listed, so the mix of outcomes need not match the whole.
SMILES,IDH1 R132H inh,12-LOX inh,RXFP1 agonist,USP1 inh,Vif-APOBEC3G blk,Vif-A3F inh,TrxR1 substrate,rTrxR1 inhibitor,RGS4 inh
O=C1CC(N2CCC(O)(c3ccc(Cl)cc3)CC2)C(=O)N1 (configuration not stated),4%,-7%,0.0%,-11%,3%,0%,-2%,-11%,-20%
COc1ccccc1OCC(=O)NNC(=S)NC(=O)c1ccco1,4%,0%,0.6%,-12%,2%,-11%,-13%,-5%[57.1 µM],?
CCc1ccc(NC(=O)CSc2nc(=O)n(CCCN(C)C)c3c2CCC3)cc1,-1%,-13%,-0.3%,-24%,0%,-4%,-1%,4%,4%
O=C(CC1NCCNC1=O)Nc1ccc(Oc2ccccc2)cc1 (configuration not stated),0%,-1%,1.4%,-13%,-1%,2%,6%,7%,28%
COC(=O)CN1C(=O)COc2ccc(S(=O)(=O)NCc3ccc(Cl)cc3)cc21,0%,-9%,0.4%,-13%,0%,6%,-1%,14%,1%
COc1cccc(NC(=O)C(Cc2ccccc2)n2cccc2)c1 (configuration not stated),10%,18%,2.0%,-20%,-3%,-11%,-2%,11%,11%
O=C(Oc1ccc(Nc2ncnc3ccccc23)cc1)c1cccnc1,0%,-6%,2.0%,-23%,-3%,-2%,0%,18%,1%
CCc1cccc(-n2c(=O)c3cccnc3n2CC(=O)NCc2ccccc2Cl)c1,1%,3%,3.3%,-27%,1%,-7%,21%[57.1 µM],24%[57.1 µM],-10%
COc1ccccc1NC(=O)c1cc(-c2cc(OC)c(OC)c(OC)c2)nc2ccccc12,8%,-11%,2.5%,-25%,0%,23%,9%,21%,11%
OCC1OC(n2cnc3c(NCc4ccccc4O)ncnc32)C(O)C1O (configuration not stated),2%,5%,.,-12%,?,5%,-2%[11.4 µM],-4%[11.4 µM],-43%
COc1cc(N)c(Cl)cc1NC(=O)c1ccccc1,-3%,-30%,1.1%,4%,2%,8%,-4%,-1%,3%
COCCn1c(Cc2ccccc2)nnc1SCC(=O)NC(C)(C)C,16%,3%,1.8%,-10%,0%,-22%,6%,7%,25%
Cc1nc2c(cnn2-c2ccccc2Cl)c(=O)n1-c1ccc(C(C)C)cc1,2%&0%,-6%&1%,0.2%&0.9%,-24%&-14%,4%&-1%,7%&1%,0%&-5%,5%&9%,11%&41%
Cc1ccc(-c2nn(-c3ccccc3)cc2C(=O)NN2CCN(C)CC2)cc1,9%,-41%,2.4%,-17%,8%,3%,-15%[57.1 µM],26%[57.1 µM],-12%
CCOC(=O)c1sc(NC(=O)COC(=O)c2ccco2)nc1C,7%,61%,0.7%,-19%,0%,1%,0%,7%,-7%
Cc1ccc(-n2c(SCc3ccc(C(=O)O)cc3)nnc2-c2ccncc2)cc1,13%,-2%,0.6%,-7%,-1%,?,7%,22%,10%
CCN1CCN(CCOc2ccccc2-c2ccccc2)CC1,-3%,0%,0.3%,-1%,1%,-1%,-6%,-4%,6%
COC(=O)CN(C(=S)Nc1ccc(F)cc1)C1CC(=O)N(c2ccc(OC)cc2)C1=O (configuration not stated),14%,32µM*,0.4%,-7%,1%,-2%,7%,17%,-11%
NCc1ccc(S(N)(=O)=O)cc1,-7%&28%,10%,3.0%,-28%&-12%,-1%&0%,-1%&0%,6%&3%,-24%&25%,0%&13%
Cc1nc(/C(N)=N/OC(=O)c2c(-c3ccccc3Cl)noc2C)cs1,2%,217%[activator],2.3%,-4%,-11%,2%,-11%[11.4 µM],35%[11.4 µM],-23%

# Continued, starting with the last four of the part before.
SMILES,IDH1 R132H inh,12-LOX inh,RXFP1 agonist,USP1 inh,Vif-APOBEC3G blk,Vif-A3F inh,TrxR1 substrate,rTrxR1 inhibitor,RGS4 inh
CCN1CCN(CCOc2ccccc2-c2ccccc2)CC1,-3%,0%,0.3%,-1%,1%,-1%,-6%,-4%,6%
COC(=O)CN(C(=S)Nc1ccc(F)cc1)C1CC(=O)N(c2ccc(OC)cc2)C1=O (configuration not stated),14%,32µM*,0.4%,-7%,1%,-2%,7%,17%,-11%
NCc1ccc(S(N)(=O)=O)cc1,-7%&28%,10%,3.0%,-28%&-12%,-1%&0%,-1%&0%,6%&3%,-24%&25%,0%&13%
Cc1nc(/C(N)=N/OC(=O)c2c(-c3ccccc3Cl)noc2C)cs1,2%,217%[activator],2.3%,-4%,-11%,2%,-11%[11.4 µM],35%[11.4 µM],-23%
CCC1CCc2c(sc(NC(=O)CSc3nc(-c4ccco4)cc(C(F)(F)F)n3)c2C#N)C1 (configuration not stated),0%,-10%,-0.4%,1%,0%,1%,-4%[57.1 µM],10%[57.1 µM],-17%
COCCNC(=O)C(=O)N/N=C(\C)CC(=O)Nc1cccc(C(F)(F)F)c1,-3%,127%[activator],-0.6%,-21%,-11%,16%,10%,-4%,-7%
CCOc1cc(CNCC(O)c2ccccc2)cc(Cl)c1OC (configuration not stated),4%,2%,-0.8%,-13%,1%,1%,0%,16%,-1%
O=C(NCCCN1CCCCC1)c1cc(Sc2ccc(Cl)cc2)nc2ccccc12,-19%,?,5.9%,5%,3%,11%,-3%[57.1 µM],3%[57.1 µM],7%
COc1cc(NC(=O)c2c(C)nn(-c3ccc(F)cc3)c2-n2cccc2)cc(OC)c1,-9%,0%,0.8%,-34%,0%,0%,5%,22%,-12%
COc1ccc(C(C)C)cc1S(=O)(=O)N1CCN(C)CC1,22%,101%[activator],-0.9%,5%,1%,0%,2%[57.1 µM],16%[57.1 µM],31%
Cc1ccc(N(C(C)C(=O)Nc2ccccc2C(=O)N2CCOCC2)S(C)(=O)=O)cc1C (configuration not stated),15%,-1%,1.6%,-10%,2%,6%,-6%,0%,-9%
CCc1ccccc1NC(=O)COC(=O)c1cccs1,-5%,0%,0.6%,-17%,-3%,-44%,3%[57.1 µM],9%[57.1 µM],-4%
O=C(c1ccc(OC2CCN(CCc3ccccc3)CC2)cc1)N1CCCC(CO)C1 (configuration not stated),4%,-15%,-4.7%,-16%,-2%,7%,2%,11%,-13%
COc1ccccc1NC(=O)C1CCCN(S(=O)(=O)c2cccc3nsnc23)C1 (configuration not stated),4%,-8%,0.9%,-16%,-6%,0%,10%[57.1 µM],0%[57.1 µM],?
CCc1cccc(CC)c1NC(=O)CSc1nc2ccc(N3C(=O)C4C(C3=O)[C@H]3C=C[C@@H]4C3)cc2s1 (some centres not stated),18%,?,-0.7%,-1%,2%,10%,-1%[57.1 µM],-6%[57.1 µM],-30%
COc1ccc2c(-c3cnc(N4CCOCC4)nc3)c(-c3ccc(S(C)(=O)=O)cc3)sc2c1,-11%,-12%,.,?,-6%,-5%,77%[activator],61%[activator],-4%
CCOc1ccccc1CN1CCNC(=O)C1CC(=O)N(C)CCc1cnn(C)c1 (configuration not stated),1%,-24%,4.3%,-21%,1%,-8%,-3%,?,-10%
Cc1[nH]c2ccc(C(=O)Nc3ccncc3)cc2c1C,21%,1%,0.5%,-1%,-1%,14%,-1%,5%,14%
COc1ccc(-c2cc(=O)c3ccccc3[nH]2)cc1,-11%,?,0.4%,-18%,0%,5%,19%,14%,15%
COc1ccc(C(=O)NCC(=O)OCC(=O)NC23CC4CC(CC(C4)C2)C3)cc1,-7%,?,.,-14%,10%,-12%,1%,3%,-10%
Cc1cc(C(=O)OCC(=O)c2cccs2)c2ccccc2n1,-6%,?,-0.5%,-16%,4%,-24%,3%,12%,10%
CN1CCc2c(sc3c2c(=O)n(-c2ccccc2)c2nncn32)C1,7%,30%,0.2%,-8%,3%,-15%,16%,-15%,-44%
COc1ccc(CN(C)C(=O)/C=C/c2ccc(S(=O)(=O)N3CCCCCC3)cc2)cc1,-3%,0%,0.5%,0%,-15%,0%,-4%,8%,-6%
COc1ccc(CCNC(=O)c2cccnc2)cc1OC,11%,-23%,-0.9%,-3%,3%,0%,8%,5%,-23%
CCc1ccc(NC(=O)C2C3/C=C\CCCCC32)cc1 (configuration not stated),7%,-22%,0.8%,-5%,-6%,-13%,10%[57.1 µM],10%[57.1 µM],5%
Cc1ccc2oc3c(c(=O)c2c1)C(c1ccc(O)cc1)N(CCCN(C)C)C3=O (configuration not stated),-9%,?,-0.1%,-8%,3%,8%,1%,0%,-7%
Cc1cccc(N2CCN(C(=O)c3cccc(-n4c(C)nc5cccnc54)c3)CC2)c1C,3%,-9%,0.1%,-29%,3%,9%,-6%,2%,23%
Cc1ccc(C(=O)Cn2c(C(=O)/C=C/c3ccccc3)nc3ccccc32)cc1,-11%,-6%,-5.0%,-24%,?,-24%,-5%,-13%,-20%
CCOC(=O)c1ccc(NC(=O)c2c(Cl)cc(C)nc2C)cc1,5%,0%,0.1%,-7%,-4%,0%,4%,22%,8%
N=C1SC(c2ccccc2)C(=O)N1c1ncc(Cc2ccccc2Cl)s1 (configuration not stated),0%,-12%,0.0%,-19%,0%,0%,-7%,-24%,10%
COc1ccccc1NC(=O)c1cnc2c(-c3ccccc3)c(C)nn2c1C,1%,-4%,2.6%,-3%,-3%,13%,2%[57.1 µM],10%[57.1 µM],13%

# Bioassay records deposited in PubChem BioAssay by National Center for Advancing Translational Sciences (NCATS).
